Screening data (PubChem)
HRas wt GTP – human HRas wildtype GTP binding, change in either direction; P01112; 190,000 tested, 0.14% active; GTP binding activity, % at 10 µM; AID 759; GST-Ras wt beads, Bodipy-FL-GTP binding, flow cytometry; actives lie on both sides;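 active = GTP binding activity at least 20% away from the 100% baseline, either lowered as inhibitor or raised as activator; inconclusive = flagged as likely green fluorescent, judged across all proteins in the well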;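 also: 0% = unlabeled GTP competition control and 100% = no-compound control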
Target sequence (P01112 whole entry, looked up): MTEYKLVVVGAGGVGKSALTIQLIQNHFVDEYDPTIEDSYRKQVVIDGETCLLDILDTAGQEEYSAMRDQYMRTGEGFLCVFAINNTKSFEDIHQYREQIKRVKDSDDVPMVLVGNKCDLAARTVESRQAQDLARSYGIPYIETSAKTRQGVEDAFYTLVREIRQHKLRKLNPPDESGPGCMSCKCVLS
Cdc42 wt – modulators (inhibitors or activators) of GTP binding to human Cdc42 wildtype; P60953; GST-Cdc42 beads, Bodipy-GTP binding, flow cytometry; actives lie on both sides; percent activity (GTP binding), % at 10 µM; 190,000 tested, 0.2% active;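 active = percent activity GTP binding at least 20 points away from the 100% baseline, either down as inhibitor or up as activator; inconclusive = compound flagged as likely green fluorescent from well-wide comparison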;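 also: median bead fluorescence of bound Bodipy-FL-GTP at 100 nM; 0% = excess unlabeled GTP control and 100% = no compound control; below 100% means less GTP binding so inhibitor and above means activator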
Target sequence (P60953 whole entry, looked up): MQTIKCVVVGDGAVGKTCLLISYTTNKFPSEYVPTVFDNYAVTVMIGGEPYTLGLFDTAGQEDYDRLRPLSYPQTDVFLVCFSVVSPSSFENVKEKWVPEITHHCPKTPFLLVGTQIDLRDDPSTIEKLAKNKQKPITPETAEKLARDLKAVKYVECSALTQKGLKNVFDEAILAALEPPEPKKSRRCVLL
Rab7 wt modul – modulators of GTP binding to dog Rab7 wildtype GTPase; GTP binding activity (percent of control), % at 10 µM; GST-Rab7 beads, fluorescent GTP binding, flow cytometry; actives lie on both sides; untreated = 100%, excess cold GTP = 0%; AID 758; 190,000 tested, 0.055% active;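 active = fluorescent GTP binding to Rab7 beads changed by at least 20 points from the 100% baseline, either direction, mostly lower; inconclusive = compound itself probably fluorescent, or too few beads counted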;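 also: median green fluorescence of bound Bodipy-FL-GTP per Rab7 bead population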
ABCB1 block – blocks JC-1 efflux by human ABCB1 transporter; P08183; 190,000 tested, 0.067% active; inhibition, % at 6.6 µM; CCRF-Adr cells, flow cytometry; in the data active = inhibition above about 40%;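 also: 0% = vehicle and 100% = reference inhibitor; higher value means more JC-1 retained so stronger ABCB1 efflux block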
Pf gamet viab – inhibitors of late stage P. falciparum gametocyte viability; AID 743093; 150,000 tested, 0.065% active; P. falciparum stage V gametocytes, ATP luminescence, 24 h; inhibition, % at 10.9 µM;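 active = inhibition above the mean plus 3 SD of compounds within the control limits, set per campaign, cut at about 38% in these data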;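 also: 0% = DMSO wells and 100% = medium only without gametocytes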
Avidin fluor – avidin bead compound fluorescence profile; Avidin beads, compound fluorescence 488/530 nm, flow cytometry; active compounds read high; fluorescence (KMESF) at 10 µM; 220,000 tested, 0.38% active; AID 1775; in the data active = fluorescence above about 47; also: inactives centre near 10
Rab2A wt mod – changes GTP binding to wildtype dog Rab2A, up or down; GTP binding activity, % at 10 µM; GST-Rab2 wt beads, Bodipy-GTP binding, flow cytometry; 190,000 tested, 0.19% active;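 active = GTP binding activity at least 20 points away from 100%, either lowered or raised; inconclusive = signal likely due to the compound's own green fluorescence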;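 also: 0% = beads with excess unlabeled GTP and 100% = no-compound control corrected for plate trend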
ABCG2 inh – human ABCG2 inhibition, ABCB1 as counter-screen | IgMXP3 cells, JC-1 efflux, flow cytometry | inhibition, % at 6.6 µM | 190,000 tested, 0.1% active;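 active = inhibition above 80%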;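 also: 0% = DMSO and 100% = nicardipine control wells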
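Test system: IgMXP3 cells (ABCG2) mixed with DDAO far-red-labelled CCRF-Adr cells (ABCB1). Reagent: JC-1 transporter substrate. Compound dosing: single test compound dose, 6.6 µM final. Times: 10 min compound exposure, 25 °C. Detection: flow cytometry of retained JC-1 fluorescence. Read-out basis: efflux inhibition in percent versus controls. Controls: nicardipine and DMSO wells.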
Rac1 mut GTP – modulators of GTP binding to human Rac1 activated mutant; 190,000 tested, 0.11% active; percent activity (GTP binding), % at 10 µM; P63000; AID 764; GST-Rac1 activated beads, fluorescent GTP binding, flow cytometry; actives lie on both sides; 100% means binding = to untreated wells;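 active = GTP binding at least 20 percentage points away from the 100% baseline, in either direction, so actives lie on both sides; inconclusive = Compound likely fluorescent itself, or too few beads counted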
Rac1 wt GTP bind – alters GTP binding to wildtype human Rac1. GST-Rac1 beads, fluorescent GTP binding, flow cytometry; actives lie on both sides; 0 = cold GTP competed, 100 = untreated. 190,000 tested, 0.27% active. P63000. AID 757. GTP binding activity (% of control), % at 10 µM;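 active = GTP binding activity at least 20 points away from the 100% control level, either lower or higher; inconclusive = compound flagged as likely green fluorescent, judged across all proteins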
Mcl1-Noxa inh – disrupts binding of human Mcl-1 to Noxa peptide; Q07820; TR-FRET Mcl-1/Noxa peptide binding, 2 h; inhibition, % at 21.7 µM; 220,000 tested, 1.5% active;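 active = compounds that cut the protein-peptide binding signal by more than 50% relative to plate controls in a single-dose test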;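 also: His-tagged Mcl-1 with rhodamine Noxa BH3 peptide and terbium anti-His antibody; 0% = Mcl-1 plus Noxa peptide wells and 100% = peptide-only wells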
Target sequence (Q07820 whole entry, looked up): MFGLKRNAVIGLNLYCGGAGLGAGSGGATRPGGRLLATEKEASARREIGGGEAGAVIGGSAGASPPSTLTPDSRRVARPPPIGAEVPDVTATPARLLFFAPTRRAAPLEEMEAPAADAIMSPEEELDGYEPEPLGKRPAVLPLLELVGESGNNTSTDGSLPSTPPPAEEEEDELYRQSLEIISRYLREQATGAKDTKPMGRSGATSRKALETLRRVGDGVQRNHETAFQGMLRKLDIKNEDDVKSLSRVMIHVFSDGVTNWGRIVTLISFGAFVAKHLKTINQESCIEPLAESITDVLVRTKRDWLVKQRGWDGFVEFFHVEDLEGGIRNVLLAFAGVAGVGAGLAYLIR
The depositor's hits bear a star; ? = inconclusive; . = not tested or not shown.

SMILES | HRas wt GTP | Cdc42 wt | Rab7 wt modul | ABCB1 block | Pf gamet viab | Avidin fluor | Rab2A wt mod | ABCG2 inh | Rac1 mut GTP | Rac1 wt GTP bind | Mcl1-Noxa inh
O=C(NCCN1CCOCC1)C1CCC(=O)N1C1CCCCC1 (stereo not given) | 101.0 | 102.0 | 102.0 | 0.1 | . | 15 | 102.0 | 0.1 | 99.0 | 106.0 | 6.1
O=C(N/N=C/c1ccc(OCc2cnc(Cl)s2)cc1)c1ccncc1 | 99.0 | 97.0 | 99.0 | 0.5 | 17.2 | 10 | 97.0 | 12.6 | 94.0 | 98.0 | 4.3
CCC(C)c1ccc(O)c(NC(=O)c2cncc(Br)c2)c1 (stereo not given) | 101.0 | 103.0 | 101.0 | 16.2 | -20.4 | 13 | 102.0 | 3.5 | 100.0 | 107.0 | 2.8
Cn1c(=O)c2c(nc(CN3CCN(Cc4ccccc4)CC3)n2Cc2ccccc2)n(C)c1=O | 102.0 | 103.0 | 105.0 | 2.6 | . | 8 | 100.0 | 0.6 | 100.0 | 110.0 | 12.9
COc1ccc(NC(=O)c2cc(Br)ccc2Cl)c([N+](=O)[O-])c1 | 97.0 | 93.0 | 105.0 | -0.5 | -70.4 | 9 | 97.0 | 3.1 | 95.0 | 97.0 | 13.6
O=C(c1cccc(S(=O)(=O)N2CCCC2)c1)c1cccc(S(=O)(=O)N2CCCC2)c1 | ? | ? | ? | 0.8 | . | 29 | ? | 2.9 | ? | ? | 11.2
COc1ccc(C(=O)N2CCN(Cc3cc(OC)c(O)c(OC)c3)CC2)cc1OC | 104.0 | 105.0 | 106.0 | 0.2 | . | 7 | 103.0 | 0.1 | 101.0 | 110.0 | 23.6
O=C(NNc1cccc(Cl)n1)Nc1ccc(Cl)cc1 | 101.0 | 99.0 | 102.0 | -0.3 | . | 5 | 98.0 | -0.9 | 97.0 | 100.0 | -1.9
CCOc1ccc2nc(SCC(=O)Nc3ncccn3)[nH]c2c1 | 102.0 | 103.0 | 99.0 | 0.1 | . | 15 | 100.0 | 1.9 | 103.0 | 104.0 | 11.2
O=C(Nc1ccc(Oc2ccccc2)cc1)c1cnc2n(c1=O)CCS2 | 95.0 | 95.0 | 96.0 | 0.0 | . | 7 | 96.0 | -0.3 | 98.0 | 97.0 | -6.7
CC(C)(C)c1csc(N(CCC#N)CCC#N)n1 | 103.0 | 102.0 | 99.0 | 0.6 | . | 11 | 101.0 | 0.9 | 100.0 | 102.0 | -3.3
C/C(=C\c1ccccc1)C(=O)Nc1cc(C)on1 | 100.0 | 105.0 | 99.0 | 0.6 | . | 39 | 102.0 | 8.7 | 100.0 | 107.0 | -23.0
COc1ccc(-c2cc(C(F)(F)F)n3ncc(C(=O)N4CCc5ccccc5C4)c3n2)cc1 | 99.0 | 98.0 | 103.0 | 3.7 | -26.5 | 11 | 100.0 | 11.2 | 95.0 | 100.0 | 9.4
CCC(C)NC(=O)CC1Oc2ccc(Cl)cc2NC1=O (stereo not given) | 99.0 | 100.0 | 101.0 | -1.2 | . | 7 | 100.0 | 0.4 | 99.0 | 99.0 | 3.1
CCC(=O)NC(=S)Nc1cc(C(=O)O)ccc1OC | 100.0 | 99.0 | 106.0 | 0.2 | -20.0 | 12 | 99.0 | 0.7 | 102.0 | 101.0 | 9.4
CCN1CCN(C(=O)N2CCOCC2)CC1 | 99.0 | 95.0 | 104.0 | 0.0 | -2.1 | 11 | 99.0 | 0.4 | 96.0 | 100.0 | -15.1
O=C(NCc1cccnc1)c1ccc(S(=O)(=O)N2CCOCC2)cc1 | 102.0 | 104.0 | 99.0 | 1.1 | 10.4 | 21 | 101.0 | 6.1 | 98.0 | 105.0 | 3.8
COc1ccc(/C(C)=N/NC(=O)CNC(=O)/C=C\c2ccco2)cc1 | 98.0 | 98.0 | 106.0 | -1.4 | 14.1 | 5 | 101.0 | 13.5 | 95.0 | 103.0 | -1.7
CS(=O)(=O)c1sc2nc(-c3cccs3)cc(-c3ccccc3)c2c1N | 100.0 | 100.0 | 98.0 | 0.6 | . | 9 | 99.0 | 2.4 | 98.0 | 100.0 | 38.3
COc1ccc2oc(=O)c(/C(C)=N/Nc3nc(-c4cc(C)ccc4C)cs3)cc2c1 | 101.0 | 102.0 | 97.0 | -0.3 | . | 4 | 97.0 | -0.3 | 96.0 | 103.0 | -13.2
CC(CNC(=O)C(C)(C)C)NC(=O)C(C)(C)C (stereo not given) | 107.0 | 107.0 | 97.0 | 0.1 | 0.5 | 16 | 103.0 | 1.4 | 105.0 | 105.0 | 8.2
CCCSC(=S)NC1CCS(=O)(=O)C1 (stereo not given) | 102.0 | 105.0 | 105.0 | 0.3 | . | 18 | 104.0 | 5.3 | 99.0 | 109.0 | 1.9
CSCCC(NC(=O)COc1ccccc1)C(=O)Nc1ccc(C)cc1 (stereo not given) | 101.0 | 98.0 | 99.0 | 0.5 | -6.5 | 12 | 100.0 | 5.9 | 101.0 | 102.0 | 22.4
O=C(COC(=O)c1n[nH]c2ccccc12)Nc1ccccc1 | 94.0 | 96.0 | 103.0 | -0.3 | -21.5 | 9 | 98.0 | 2.5 | 90.0 | 95.0 | 20.9
CCC1CCCCN1CC(=O)Nc1cc(C)nn1-c1nc(C)cc(C)n1 (stereo not given) | 100.0 | 100.0 | 101.0 | 6.6 | 0.4 | 11 | 101.0 | 25.9 | 99.0 | 103.0 | -3.7
Cc1ccc(OC(=O)c2oc3ccc(F)cc3c2C)c(C)c1 | 104.0 | 101.0 | 103.0 | 0.7 | -0.5 | 13 | 103.0 | 2.0 | 100.0 | 100.0 | 1.1
Cc1cc(Br)ccc1OCC(=O)N(Cc1nc(-c2ccccc2)no1)C(C)C | 97.0 | 100.0 | 96.0 | 0.8 | . | 8 | 93.0 | 2.6 | 96.0 | 98.0 | 22.3
N#C/C(=C\c1cn(CCOc2ccccc2F)c2ccccc12)C(=O)NCc1cccs1 | 101.0 | 101.0 | 100.0 | -0.1 | 2.4 | 13 | 102.0 | -1.3 | 101.0 | 102.0 | -4.0
O=C1CCC(=O)N1OCCOc1ccc(Cl)c2ccccc12 | 98.0 | 97.0 | 105.0 | 0.1 | . | 9 | 98.0 | 0.6 | 95.0 | 101.0 | -6.8
CC(Cc1ccccc1)N/C=C1\CC(=O)NC1=O (stereo not given) | 101.0 | 99.0 | 101.0 | 0.5 | -12.1 | 18 | 99.0 | 1.8 | 96.0 | 99.0 | 1.1
Cc1ccc(S(=O)(=O)Cn2nnnc2C(C(C)C)N2CCSCC2)cc1 (stereo not given) | 103.0 | 104.0 | 101.0 | 1.6 | 10.6 | 15 | 104.0 | 0.9 | 102.0 | 112.0 | 3.5
CCCN(CCC)CC(=O)NCC1(c2ccccc2)CCOCC1 | 99.0 | 102.0 | 96.0 | 0.2 | . | 7 | 101.0 | 1.1 | 98.0 | 104.0 | 10.4
CCN1C(=O)/C(=C\c2ccco2)C(C(=O)OC)=C1C | 100.0 | 103.0 | 94.0 | 0.6 | -53.8 | 8 | 100.0 | 12.2 | 100.0 | 100.0 | -1.2
COC(=O)c1cccc(NC(=O)C2COc3ccccc3O2)c1 (stereo not given) | 99.0 | 99.0 | 101.0 | 0.4 | . | 14 | 95.0 | 4.3 | 91.0 | 96.0 | 1.9
C#CCOCCOCCOCCNc1nc(N2CCOCC2)nc(N2CCN(C(=O)[C@H]([C@@H](C)CC)n3cc(CCCN=C(N)N)nn3)CC2)n1 | 98.0 | 102.0 | 97.0 | 0.1 | 4.1 | 10 | 99.0 | -0.1 | 98.0 | 103.0 | 12.4
COc1ccc(-n2c(Cc3cccn3C)nnc2SCC(=O)Nc2cccc(NC(C)=O)c2)cc1 | 100.0 | 99.0 | 97.0 | -5.4 | . | 7 | 102.0 | -6.0 | 99.0 | 99.0 | 1.9
CCCCCC(=O)NC(=S)Nc1ccc(Br)cc1C | 99.0 | 95.0 | 97.0 | -0.1 | -23.4 | 2 | 98.0 | 1.9 | 97.0 | 101.0 | 2.6
C=CCn1c(O)c(N=NC(=S)Nc2cccc(C)c2)c2ccccc21 | 102.0 | 105.0 | 100.0 | -6.5 | 8.3 | 12 | 100.0 | -15.6 | 99.0 | 103.0 | -46.5
COc1cc(/C=C/C(=O)OCC(=O)NC(=O)NC(C)(C)C)cc(OC)c1OC | 91.0 | 91.0 | 98.0 | 1.5 | 2.0 | 20 | 93.0 | 3.4 | 91.0 | 89.0 | 5.7
CCOC(=O)c1cccc(N2C(=O)Nc3ccccc3N2O)c1 | 101.0 | 101.0 | 102.0 | 1.6 | . | 4 | 101.0 | 10.5 | 96.0 | 104.0 | 11.0
Cc1cc(/C=C2/C(=N)N3C(=NC2=O)SN=C3S(C)(=O)=O)c(C)n1-c1ccccc1 | 91.0 | 87.0 | 103.0 | -0.6 | 1.1 | 10 | 90.0 | -7.7 | 90.0 | 90.0 | 16.9
Cc1csc(NC(=O)CSc2nnc(-c3ccoc3C)o2)n1 | 98.0 | 97.0 | 97.0 | 0.5 | . | 6 | 97.0 | 2.2 | 97.0 | 100.0 | 14.8
CCn1cc(CN2CCN(Cc3ccsc3)C(CCO)C2)cn1 (stereo not given) | 102.0 | 100.0 | 100.0 | 0.1 | 9.8 | 10 | 100.0 | 0.4 | 101.0 | 104.0 | 7.8
COCCN(CCOC)Cc1c(C)[nH]c2ccccc2c1=O | 105.0 | 104.0 | 102.0 | 0.2 | . | 10 | 102.0 | 1.6 | 104.0 | 108.0 | 12.2
COc1ccc(OCC(=O)Nc2ccc(N3CCC(C)CC3)cc2)cc1 | 100.0 | 95.0 | 101.0 | 0.0 | . | 8 | 97.0 | 1.3 | 96.0 | 99.0 | 5.2
NS(=O)(=O)c1ccc(CNS(=O)(=O)c2ccc(Cl)nc2)cc1 | 94.0 | 94.0 | 103.0 | 0.6 | 4.1 | 11 | 96.0 | 2.3 | 95.0 | 100.0 | 17.8
CCOC(=O)C1=C(C)NC(=O)NC1c1ccc(Cl)cc1Cl (stereo not given) | 100.0 | 102.0 | 100.0 | -0.5 | . | 14 | 99.0 | 2.3 | 96.0 | 104.0 | -0.5
COc1ccc(CNC(=O)COC(=O)CCCOc2ccc(Cl)cc2Cl)cc1 | 98.0 | 96.0 | 95.0 | 0.4 | -7.7 | 15 | 97.0 | 0.5 | 97.0 | 98.0 | 2.0
Cc1cc(C)n(-c2nc(NCC(C)O)c3c4c(sc3n2)CCCC4)n1 (stereo not given) | 101.0 | 101.0 | 102.0 | 1.4 | -8.3 | 47* | 100.0 | 4.7 | 100.0 | 101.0 | 13.7

Rows were taken by chance. Share with any hit: about 2.3%.
